TDP1 inh: qHTS Assay for Inhibitors of Tyrosyl-DNA Phosphodiesterase (TDP1). Potency, µM (top dose mostly 130 µM), for inactives: top-dose activity change, negative = inhibition, hits mostly inhibitors. recombinant TDP1, AlphaScreen DNA substrate cleavage. actives 0.28% (n = 350,000). Tyrosyl-DNA phosphodiesterase 1 (Homo sapiens), Q9NUW8; further: nearly all actives have a fitted effect of over 40% in size
Target sequence (Q9NUW8 whole entry, looked up): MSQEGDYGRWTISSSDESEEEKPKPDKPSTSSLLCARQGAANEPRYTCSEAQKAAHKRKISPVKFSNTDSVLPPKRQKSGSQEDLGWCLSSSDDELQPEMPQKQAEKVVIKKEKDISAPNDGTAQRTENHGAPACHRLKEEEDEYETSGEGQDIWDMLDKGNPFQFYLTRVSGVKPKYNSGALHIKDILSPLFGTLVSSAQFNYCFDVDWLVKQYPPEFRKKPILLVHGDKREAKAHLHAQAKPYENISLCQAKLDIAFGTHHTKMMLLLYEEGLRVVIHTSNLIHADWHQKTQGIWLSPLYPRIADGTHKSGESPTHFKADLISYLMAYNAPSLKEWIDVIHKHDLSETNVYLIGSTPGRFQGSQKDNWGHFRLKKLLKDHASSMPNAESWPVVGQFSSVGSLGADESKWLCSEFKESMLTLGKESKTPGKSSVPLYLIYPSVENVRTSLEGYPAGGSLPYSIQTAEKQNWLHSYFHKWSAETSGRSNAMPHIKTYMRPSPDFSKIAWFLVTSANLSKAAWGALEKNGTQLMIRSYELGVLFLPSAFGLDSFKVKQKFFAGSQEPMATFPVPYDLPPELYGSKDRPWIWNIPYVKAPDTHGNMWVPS
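Signal: AlphaScreen proximity between streptavidin donor and anti-FITC acceptor beads on intact substrate. Reaction: Tdp1 1 nM, substrate 15 nM final, 5 min RT after 15 min compound preincubation.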
TDP1 cell noCPT: qHTS for Inhibitors of human tyrosyl-DNA phosphodiesterase 1 (TDP1): qHTS in cells in absence of CPT; DT40 Tdp1-/- hTDP1 cells, no CPT, ATP luminescence, 48 h; Potency, µM (doses to about 46.2 µM), for the others: at the top dose activity change, negative = growth inhibition, actives largely listed as inhibitors; actives 15% (n = 420,000); further: nearly all actives have a fitted effect of over 55% in size
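No-CPT arm: Tdp1-/-;hTDP1 DT40 cells (400/well) plus compounds, incubated ≥48 hr at 37 °C. Readout CellTiter-Glo luminescence.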
DT40 TDP1 CPT: qHTS for Inhibitors of human tyrosyl-DNA phosphodiesterase 1 (TDP1): qHTS in cells in presence of CPT; chicken DT40 Tdp1-/-;hTDP1 cells + 20 nM CPT, ATP luminescence, 48 h; Potency, µM (top dose mostly 46.2 µM), inactives show top-dose activity change, negative = growth inhibition, actives largely listed as inhibitors; actives 12% (n = 420,000); further: nearly all actives have a fitted effect of over 55% in size
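Cell growth measured by CellTiter-Glo luminescence after a minimum 48 h, 37 C compound exposure with 20 nM CPT in Tdp1-knockout DT40 cells stably expressing hTDP1, seeded 400/well; qHTS titration format.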
Numbers without * were called inactive; ? = inconclusive; / = no result given; & = joins results of further samples; [ ] = remark or other dose. The call rests on the fitted dose curve; in most records, active means well fitted curve in the direction sought with a large enough effect; inconclusive means small, poorly fitted or top-dose-only effect, or another doubt; inactive means no such curve, though single readings can be large; an effect the other way counts as inactive or inconclusive. On the % scale 0 is the no-effect control and ±100 the full control effect; potency means the concentration at half of the fitted maximal effect. Hits appear at their usual frequency; any-hit rate near 18%.

cpd	mol	TDP1 inh	TDP1 cell noCPT	DT40 TDP1 CPT
1	Cc1ccc(S(=O)(=O)N/N=C/c2c[nH]c3ccccc23)cc1	10.3%	-20.1%	?
2	Cc1ccc(N2CCN(S(=O)(=O)c3cc(C(=O)Nc4cc(Cl)cc(Cl)c4)ccc3F)CC2C)cc1 (centres undefined)	7.8%	16.4µM*	?
3	CCOc1[nH]n(-c2ccccc2)c(=O)c1C=Nc1ccc(C)cc1	4.8%	-18.1%	?
4	Cc1cccn2c(CNCCc3ccco3)c(C(=O)N3CCOCC3)nc12	2.1%	-1.8%	-11.3%
5	O=C(N=Nc1c(O)n(Cc2ccccc2)c2ccccc12)c1ccc(O)cc1	10.3%	23.1µM*	?
6	COc1ccc(C2/C=C\CN(C(=O)C3CCCCC3)CC(=O)N2Cc2ccc(F)cc2)cc1 (centres undefined)	5.0%&0.0%	?	?
7	CCOC(=O)N1CCC(NC(=O)Cn2cccc2C(=O)c2ccccc2)CC1	4.0%	-9.2%	-10.5%
8	CN(C(=O)CSc1nc2ccc(NC(=O)c3cccc(F)c3)cc2s1)c1ccccc1	-1.6%	6.51µM*	8.2µM*
9	COc1ccc(NC(=O)/C(C#N)=C\c2ccc(-c3cccc(C(=O)O)c3C)o2)cc1	/	4.61µM*	?
10	Cc1ccc(N(CCC#N)C(=O)COC(=O)c2nc3nc(C)cc(C)n3n2)cc1	/	9.6%	-0.2%
11	CCN1CCN(c2cc(C)c3cc(NC(=O)c4ccncc4)ccc3n2)CC1	1.2%	?	?
12	O=C(CNC(=S)NC(=O)c1ccco1)c1ccccc1	4.4%	1.6%	-2.9%
13	CN1CCCC(OC(=O)c2ccc(C(C)(C)C)cc2)C1 (centres undefined)	/	-16.6%	-11.5%
14	COc1ccccc1/C=N/NC1=NCCCCC1	5.9%	-13.2%	4.5%
15	O=C(Nc1ccccc1C(=O)N1CCCCC1)C1CCCCC1	1.0%	-22.8%	-6.9%
16	CCOc1ccc(C(C)=O)cc1COC(=O)c1cc([N+](=O)[O-])ccc1N1CCOCC1	7.9%	?	23.1µM*
17	CC(C)OC(=O)CSc1nnc(-c2ccccn2)n1-c1ccccc1	9.1%	-22.9%	-17.5%
18	COc1ccc2[nH]c(=O)c(CN(C(=O)c3cccnc3)c3ccc(C)cc3C)cc2c1	6.8%	?	?
19	CCOC(=O)c1ccc(N2CCN(c3cc(C)ccc3C)CC2)c(NC(=O)Nc2ccccc2)c1	-2.6%	2.91µM*	5.8µM*
20	O=c1c2ccccc2nnn1CSc1nnnn1-c1ccccc1	0.0%	?	-19.1%
21	CCOc1ccc(S(=O)(=O)N2CCCC(C(=O)NCc3ccccn3)C2)cc1C (centres undefined)	6.1%	?	?
22	COCCNc1nc2c(c(=O)n(C)c(=O)n2C)n1Cc1cccc(C)c1	2.1%	7.31µM*	6.51µM*
23	COc1ccc(OCC(=O)NNC(=O)C(=O)N2CCCC2)cc1	0.0%	-2.6%	-1.7%
24	CNC(=O)C(=O)NCC(c1cccs1)S(=O)(=O)c1ccc(C)cc1 (centres undefined)	1.5%	14.3%	-21.2%
25	CCOC(=O)c1c(S(=O)(=O)N2CCC(C(=O)N3CCN(c4ccc(F)cc4)CC3)CC2)c(C)n(C)c1C	4.4%	-28.9%	-18.2%

The list goes on; the last three above are carried over.
cpd	mol	TDP1 inh	TDP1 cell noCPT	DT40 TDP1 CPT
23	COc1ccc(OCC(=O)NNC(=O)C(=O)N2CCCC2)cc1	0.0%	-2.6%	-1.7%
24	CNC(=O)C(=O)NCC(c1cccs1)S(=O)(=O)c1ccc(C)cc1 (centres undefined)	1.5%	14.3%	-21.2%
25	CCOC(=O)c1c(S(=O)(=O)N2CCC(C(=O)N3CCN(c4ccc(F)cc4)CC3)CC2)c(C)n(C)c1C	4.4%	-28.9%	-18.2%
26	O=C(O)c1ccccc1C(=O)c1ccc2c(c1)N(Cc1cccc(F)c1)C(=O)CO2	4.3%	-25.5%	-24.7%
27	CCC(C)(C)NC(=O)c1ccc(Br)o1	-1.9%	-1.0%	-17.7%
28	Cc1ccc(S(=O)(=O)N2CCOCC2)cc1NC(=O)COC(=O)c1ccc(Cl)nc1	-13.3%	-1.0%	2.8%
29	CSc1cccc(NC(=S)N(CCC(C)C)C(C)c2ccncc2)c1 (centres undefined)	5.0%	-22.5%	?
30	CC(=O)OC[C@@H]1CN(Cc2ccccc2)C[C@H](n2cnc3c(N4CCOCC4)ncnc32)O1	/	-21.9%	?
31	COCCCNC(=O)COc1ccc(S(=O)(=O)NCc2ccccc2)cc1Cl	5.1%	?	-26.7%
32	O=C(NCCc1c[nH]c2ccccc12)c1cc(Cl)c2c(c1)OCO2	/	?	-10.6%
33	CC1C(=O)N(Cc2ccc([N+](=O)[O-])cc2)c2ccccc2N1C(=O)C1CC1 (centres undefined)	8.8%	?	?
34	CCOc1ccc2cc(S(=O)(=O)n3ccnc3C)ccc2c1	4.2%	-19.0%	-8.8%
35	COc1cccc(NC(=O)N(Cc2c[nH]c3ccccc23)C2CCCCC2)c1	-4.7%	18.4µM*	8.2µM*
36	COc1cc(OC)cc(C(=O)Nc2ccc(S(=O)(=O)Nc3ccccn3)cc2)c1	8.4%	-21.5%	-3.2%
37	COc1ccccc1-n1cnc(N)c1C(C)=O	-6.2%	-9.5%	-6.9%
38	COc1ccc(-c2[nH]ncc2CN2CCCO2)cc1F	2.7%	-7.0%	0.0%
39	N#Cc1ccccc1NC(=O)c1ccc(-c2ccccc2Cl)o1	2.2%	?	?
40	CCOC(=O)c1sc2nc(C)nc(NCc3cccnc3)c2c1C	2.6%	?	5.6%
41	COc1cccc(OC2(C)CCN(Cc3ccc(-c4ccccn4)cc3)C2)c1 (centres undefined)	/	?	20.6µM*
42	N[C@@H](Cc1cnc[nH]1)C(=O)O	6.1%[56.1 µM]	-14.4%	-0.2%
43	COc1ccc2oc(C(=O)N3CCN(C(c4ccccc4)c4ccccc4)CC3)c(C)c2c1	0.1%	18.4µM*	?
44	S=c1[nH]nc(-c2cnccn2)n1-c1ccccc1	0.0%	3.5%	13.6%
45	Cc1nc2cnc(Oc3cccc(Cl)c3)nc2n(CCc2ccccc2)c1=O	/	?	-17.7%
46	Cc1nn(Cc2ccc(F)cc2)c2sc(C(=O)Nc3ccc(N4CCOCC4)cc3N3CCOCC3)cc12	9.6%	7.31µM*	8.2µM*
47	CN(Cc1ccccc1F)C(=O)C1CCCN(C(=O)c2ccc(Cl)cc2)C1 (centres undefined)	-7.6%	?	?
48	CC(=O)Nc1ccc(NC(=O)CC2Sc3ccccc3NC2=O)cc1 (centres undefined)	/	?	?
49	CC(=O)N1c2ccc(S(=O)(=O)NCc3ccco3)cc2CC1C (centres undefined)	-2.6%	-27.4%	-8.2%
50	CC[N+](C)(C)Cc1ccccc1Br	2.4%	-2.3%	5.3%

Additional structures follow.
cpd	mol	TDP1 inh	TDP1 cell noCPT	DT40 TDP1 CPT
51	COC(=O)c1ccc(/C=N/OCC(=O)NC2CCCC(C)C2C)cc1 (centres undefined)	-1.4%	?	?
52	COc1ccc(C2C(C#N)=C(SCC(=O)Nc3ccc(C)cc3)NC3=C2C(=O)CC(C)(C)C3)cc1 (centres undefined)	3.9%	16.4µM*	23.1µM*
53	O=C(NCCCN1CCOCC1)C(=O)NCCc1ccccc1	2.6%	-7.3%	11.9%
54	CCN(C(=O)CSc1nnc(-c2ccccc2Cl)n1N)c1c(N)n(Cc2ccccc2)c(=O)[nH]c1=O	/	-11.7%	17.4%
55	COc1ccc(C(=O)N2CCC3(CC2)CN(c2cccc(-c4ccccc4)c2)C3)cc1	/	?	?
56	O=c1[nH]c2ccc(NCc3ccc(-c4ccc(Cl)cc4)o3)cc2[nH]1	2.6%	-15.8%	-7.1%
57	Cc1ccccc1-n1cc[nH]c1=S	5.4%	-17.0%	11.5%
58	C[C@H]1C=C(C(=O)NCc2ccccc2)O[C@@H](OCc2ccc(CO)cc2)C1	0.0%	-28.5%	-26.5%
59	Nc1c(C(=O)c2ccc(Br)cc2)oc2ccccc12	-1.9%	15.7%	6.5%
60	CC1CN(C(=O)N2CCC(C(=O)NCc3ccccc3F)CC2)c2cc(Cl)ccc2O1 (centres undefined)	7.8%	14.6µM*	20.6µM*
61	Cc1ccc(C)c(NC(=S)NCCN(C2CCCCC2)C2CCCC2)c1	1.2%	?	?
62	O=C(COC(=O)c1ccc(Cl)nc1)Nc1ccc2c(c1)OCO2	-3.8%	-0.1%	-8.0%
63	O=C(NCCN1C(=O)S/C(=C\c2ccc(Cl)c(Cl)c2)C1=O)c1cnccn1	2.7%	?	?
64	CC(=O)N1CCN(c2ccc(NC(=O)c3ccc(C(C)(C)C)cc3)cc2)CC1	-2.8%	25.9µM*	?
65	Cc1nc(N2CCOCC2)sc1C(=O)NN	8.1%	-0.7%	-1.3%
66	O=C(CC(=O)Nc1cc(Cl)ccc1Cl)Nc1cc(Cl)ccc1Cl	/	17.6%	-14.9%
67	CCN1CCN(CCCNC(=O)c2ccccc2NC(=O)C2=C(C)OCCS2)CC1	4.1%	23.4%	2.2%
68	COc1ccc(-c2cc(C)no2)cc1S(=O)(=O)N1CCOc2ccc(Cl)cc21	1.5%&2.6%	?	?
69	O=C(N/N=C/c1ccccn1)c1ccc2nc[nH]c2c1	4.7%	-30.0%	-0.5%
70	COc1ccccc1NC(=O)CSc1oc(-c2ccco2)nc1S(=O)(=O)c1ccc(C)cc1	-5.9%	?	23.1µM*
71	CCn1cc(CN2CCCC(C(=O)Nc3cccc(-n4cccn4)c3)C2)c(C)n1 (centres undefined)	1.9%[56.1 µM]	-5.1%	-2.5%
72	O=C(CCc1nnc2ccc(N3CCC4(CC3)OCCO4)nn12)Nc1cc(F)ccc1F	0.4%	11.2%	2.6%
73	COCCn1c(CN2CCN(C(c3ccccc3)c3ccccc3)CC2)nc2c1c(=O)n(C)c(=O)n2C	/	16.4µM*	?
74	CC(=O)Nc1ccc(OC(=O)c2ccccc2O)cc1	8.5%[56.1 µM]	?	0.581µM*
75	O=C(c1ccco1)N1CCN(c2ncnc3scc(-c4ccc(Cl)cc4)c23)CC1	/	?	?

(listing goes on)
cpd	mol	TDP1 inh	TDP1 cell noCPT	DT40 TDP1 CPT
76	CC(C)(C)c1ccc(C(=O)N2CCC2(C)C(=O)Nc2ccc3nc[nH]c3c2)cc1 (centres undefined)	/	18.4µM*	14.6µM*
77	C[C@@]12C(=O)N(c3ccc(Br)cc3)C(=O)N1[C@@H]1c3ccccc3OC[C@@H]1[C@H]2c1ccccc1	0.6%	18.4µM*	?
78	CCC(C(=O)NC1CCCC1)N(Cc1ccco1)C(=O)CNS(=O)(=O)c1ccccc1 (centres undefined)	-1.0%	-16.8%	-1.8%
79	COc1ccc(NC(=O)Cn2c(=O)oc3cc(S(=O)(=O)NCc4ccccc4)ccc32)c(OC)c1	3.8%	6.51µM*	8.2µM*
80	O=C(CSc1ccccc1)NCc1ccc2c(c1)CCN2C(=O)c1ccccc1	8.3%	-18.8%	5.6%
81	C[C@@H]1CN([C@H](C)CO)C(=O)CCCn2nncc2CO[C@H]1CN(C)C(=O)Nc1cccc2ccccc12	/	2.5%	1.0%
82	CC1CC1C(=O)N(C)CC(=O)Nc1cccc(F)c1 (centres undefined)	0.1%	-4.7%	-10.9%
83	NC(c1csc(Nc2ccc(C(=O)NCCCO)cn2)n1)C1CCCCC1 (centres undefined)	/	?	-44.3%
84	CSCCC(NS(=O)(=O)c1ccccc1)C(=O)OCc1nc2ccsc2c(=O)[nH]1 (centres undefined)	-8.5%	-7.5%	-28.9%
85	CC(C)(C)C1CCC2(CC1)C(C#N)=C(SCC(=O)NC1CCCCC1)NC(=O)C2C#N (centres undefined)	2.2%	16.4µM*	20.6µM*
86	COC(=O)C(CC(C)C)N(Cc1cc(OC)cc(OC)c1)S(=O)(=O)c1ccccc1Br (centres undefined)	-3.7%[56.1 µM]	?	?
87	Cn1c(Cn2c(=O)sc3ccccc32)nnc1SCC(=O)N1CCCCCC1	-2.6%	-6.9%	18.2%
88	FC(F)(F)c1cc(-c2ccc(Cl)cc2)nc(NCc2cccnc2)n1	2.9%	?	?
89	O=c1c(N2CCc3ccccc3C2)csc2ccc(F)cc12	3.0%	?	?
90	CCOc1ccccc1NC(=O)c1ccc(F)c(S(=O)(=O)N2CCN(c3ccc(F)cc3)CC2)c1	7.8%	?	?

Bioassay records as filed in PubChem.
